N-glyco inh – blocks N-linked glycosylation in D54 reporter cells. D54 ERlucT glycosylation luciferase reporter, 24 h; percent of 100 nM tunicamycin response. reporter increase, % at 12.5 µM. 360,000 compounds, 0.23% hits. AID 588692;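 active = mean luciferase reporter signal, scaled so untreated is 0 and the glycosylation-blocking control 100, at or above a set limit in every replicate; inconclusive = mean reaches the limit but not every replicate does; inactive = mean below the limit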;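 note: luciferase carries N-glycosylation sites so blocking glycosylation raises the light; 0% = median of neutral control wells and 100% = median of 100 nM tunicamycin wells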
NOD2 RIPK2 PPI – blocks binding of human NOD2 to RIPK2 | O43353 | CHO BLA complementation NOD2-RIPK2, CCF4 ratio | 360,000 compounds, 0.38% hits | inhibition, % at 4.98 µM; in the data active = inhibition above about 21%;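 note: 0% = vehicle only and 100% = reference blocker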
MC4R antagonist – blocks human MC4R cAMP signaling; 360,000 compounds, 0.48% hits; P32245; MC4R-expressing cells, MTII-stimulated cAMP, LANCE TR-FRET; AID 540295; inhibition, % at 6.5 µM;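 active = inhibition above its plate's cutoff, the mean of tested wells on that plate plus 3 SD, cut at about 29% in these data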;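 note: 0% = Melanotan II alone and 100% = Melanotan II plus saturating MCL0020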
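Material: U2OS-MC4R stable cell line | Reagent: Melanotan II challenge after compound preincubation | Doses: One concentration, 6.5 µM nominal | Incubation: 30-min compound preincubation, 1-h Melanotan II challenge, 1-h detection, room temperature | Signal: TR-FRET cAMP assay | Replicates: One well per compound, no replicates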
ABHD5 PLIN5 PPI – blocks binding of human ABHD5 to perilipin-5; inhibition, % at 4 µM; 360,000 compounds, 0.78% hits; Q00G26+Q8WTS1; Split G. princeps luciferase complementation, luminescence, 4 h;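 active = inhibition above the mean inhibition across every tested compound plus 3 SD, cut at about 22% in these data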;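 note: 0% = DMSO only wells and the 100% control is not disclosed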
Target sequence (Q00G26 whole entry, looked up): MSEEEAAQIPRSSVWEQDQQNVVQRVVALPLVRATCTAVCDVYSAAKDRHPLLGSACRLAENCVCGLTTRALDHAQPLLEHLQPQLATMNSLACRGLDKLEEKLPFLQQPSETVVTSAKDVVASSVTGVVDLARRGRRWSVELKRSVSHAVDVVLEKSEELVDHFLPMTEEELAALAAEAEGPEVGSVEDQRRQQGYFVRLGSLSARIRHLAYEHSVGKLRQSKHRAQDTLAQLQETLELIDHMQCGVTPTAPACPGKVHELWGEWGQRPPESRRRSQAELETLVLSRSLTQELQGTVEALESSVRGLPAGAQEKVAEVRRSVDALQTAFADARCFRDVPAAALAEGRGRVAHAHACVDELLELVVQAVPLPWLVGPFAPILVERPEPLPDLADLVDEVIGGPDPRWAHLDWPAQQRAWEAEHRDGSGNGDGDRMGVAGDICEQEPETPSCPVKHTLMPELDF
Target sequence (Q8WTS1 whole entry, looked up): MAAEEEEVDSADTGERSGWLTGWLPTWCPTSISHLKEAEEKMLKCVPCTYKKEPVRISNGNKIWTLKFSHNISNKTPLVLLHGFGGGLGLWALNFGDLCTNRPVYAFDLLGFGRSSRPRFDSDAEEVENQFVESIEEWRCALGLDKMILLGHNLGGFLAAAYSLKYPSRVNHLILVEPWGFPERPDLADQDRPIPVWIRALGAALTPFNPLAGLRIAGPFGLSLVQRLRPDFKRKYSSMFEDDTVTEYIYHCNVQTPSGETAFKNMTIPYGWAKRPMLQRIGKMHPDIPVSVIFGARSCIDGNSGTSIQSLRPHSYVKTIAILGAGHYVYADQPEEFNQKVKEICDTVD
ABCB6 inh 2 – blocks the human ABCB6 transporter; fluorescence ratio to DMSO, % at 10 µM; Q9NP58; 360,000 compounds, 0.19% hits; K562-ABCB6 porphyrin accumulation, flow cytometry, 1 h; hits give low values; AID 602162;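 active = fluorescence ratio to DMSO below 75%, the collection mean minus 3 SD; inconclusive = too few cells collected in the well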;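 note: signal is porphyrin accumulated inside mitochondria; 100% equals median channel fluorescence of DMSO control wells; lower ratio means ABCB6 inhibition with less porphyrin fluorescence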
H9c2 protect – protects H9c2 cardiomyocytes from peroxide injury. H2O2 injury protection, ATPLite, 2 h. protection from H2O2 cell death, % at 20 µM. 360,000 compounds, 0.63% hits;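 active = compounds giving at least 50% protection of heart cells from peroxide-induced death in the single-dose screen, raw or plate-pattern-corrected value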;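 note: 0% = DMSO wells with peroxide and 100% = DMSO wells without peroxide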
NCOA2 inhibitor – inhibits human steroid receptor coactivator 2; HEK293 GAL4-SRC2 luciferase reporter, luminescence; inhibition, % at 9 µM; 370,000 compounds, 0.17% hits; AID 651957;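 active = inhibition above the mean inhibition of all tested compounds plus 3 SD, set per campaign, cut at about 52% in these data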;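 note: 0% = DMSO treated cells and 100% = cells given Gossypol at 36 µM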
MC4R barr agon – agonists of human melanocortin 4 receptor (MC4R) beta-arrestin; activation, % at 8.9 µM; U2OS MC4R beta-arrestin complementation, luminescence; percent of melanotan II response, DMSO zero; 360,000 compounds, 0.98% hits; P32245;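 active = activation above a per-plate cutoff, the mean activation of sample wells on that plate plus 3 SD, cut at about 8% in these data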
HTR2A ag – agonists of mouse serotonin 5-HT2A receptor (HTR2A). CHO-K1 mHTR2A beta-arrestin complementation, luminescence; percent of 30 µM serotonin response. activation, % at 7.6 µM. 360,000 compounds, 0.66% hits. AID 624169;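 active = activation above a run cutoff, the mean activation of all tested compounds plus 3 SD, cut at about 14% in these data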;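 note: 0% = plate median of compound wells and 100% = 30 µM serotonin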
TLR9-MyD88 block – blocks human TLR9 binding to MyD88. Q9NR96+Q99836. CHO BLA complementation TLR9-MyD88, CCF4 FRET ratio. inhibition, % at 4.98 µM. 340,000 compounds, 0.21% hits. AID 504734;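 active = inhibition above the mean over all tested compounds plus 3 SD, cut at about 21% in these data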;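 note: 0% = DMSO only wells and 100% = clavulanate BLA inhibitor control wells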
An asterisk follows results filed as active; ? = inconclusive; / = not tested or not shown.

mol	N-glyco inh	NOD2 RIPK2 PPI	MC4R antagonist	ABHD5 PLIN5 PPI	ABCB6 inh 2	H9c2 protect	NCOA2 inhibitor	MC4R barr agon	HTR2A ag	TLR9-MyD88 block
COc1ccc(-n2nnnc2CNC(=O)C(=O)c2c[nH]c3ccccc23)cc1	0	0	-7	8	95	-1	2	-0.9	-5	-5
NC1=NC(=O)S/C1=C\c1ccc(F)cc1	2	-8	21	-2	102	-2	-20	4.3	0	13
COc1cc(C2NC(=O)c3ccccc3O2)ccc1OC(C)C (stereo not given)	2	1	-8	-5	99	5	17	0.0	1	-4
COc1ccccc1-n1c(=S)[nH]c2c(sc(=S)n2-c2ccccc2C)c1=O	-4	8	-2	-7	97	-4	-28	-0.1	0	-3
Cn1c(CCCOc2ccc(Cl)cc2Cl)n[nH]c1=S	1	2	7	-5	83	-9	-20	-1.7	2	10
CCOc1cc(C2C(C(=O)c3ccc(C)o3)=C(O)C(=O)N2CCc2ccccc2)ccc1O (stereo not given)	2	-1	-6	-2	90	3	-34	-1.7	10	-6
Cc1cc(C)c2cc(C(=O)N3CCC(C(=O)c4ccc(F)cc4)CC3)[nH]c2c1	-1	-3	6	-5	97	-5	-5	5.5	-3	0
CC(C)(C)NCCOc1ccc(Br)cc1	-1	-9	2	1	94	4	-3	-1.1	5	-9
Cc1cc(NC(=O)CCN2C(=O)/C(=C\c3ccccc3Cl)SC2=S)no1	0	5	22	-5	89	2	-8	1.4	-2	-9
O=C(c1cnn2ccccc12)N1CCCc2ccccc21	-1	8	11	2	102	-8	10	-0.2	13	10
CCOC(=O)[C@]12CCCC=C1N(Cc1cccc3ccccc13)C(=O)[C@H](CC(=O)N1CCOCC1)C2	/	-3	/	3	98	/	34	/	4	/
Cc1cccc(OCc2occc2C(=O)Nc2cccc(-n3cnnn3)c2)c1	-3	-5	1	-3	92	-10	1	3.1	-12	-5
O=C(NCCc1ccccc1)c1cnc2ccccc2n1	-9	-6	2	8	94	-5	-36	-0.4	3	0
O=C1CN(C(=O)CN2CCN(S(=O)(=O)c3ccccc3)CC2)c2ccccc2N1	-1	-1	3	7	104	-2	-42	0.1	4	-6
COc1cc(NC(=O)C2CC(=O)N(CCc3ccc(F)cc3)C2)cc(OC)c1OC (stereo not given)	4	-6	12	3	97	4	-52	-2.2	-2	4
O=C(Nc1ncn[nH]1)c1ccc([N+](=O)[O-])cc1[N+](=O)[O-]	6	-6	5	-2	101	-5	-6	-2.4	6	1
COCCCNC(=O)CSc1nc2ccc(N3CCOCC3)cc2c(=O)n1CCc1ccccc1	0	-1	0	-2	81	6	-20	-2.1	-4	7
Cc1ccc(C)c(NC2=C(Cl)C(=O)OC2OC(C)C)c1 (stereo not given)	1	-9	-2	-4	84	-11	3	-2.2	0	7
COCCCNC(=O)CNC(=S)N(Cc1ccc(F)cc1)C1CCCCC1	3	-8	11	-4	90	2	-9	1.5	8	-12
N#Cc1c2c(c(=S)n(-c3ccccc3)c1N)CCCC2	4	-2	6	-6	120	-1	-9	0.3	4	-3
CC1(C)CC(=O)C2=C(C1)NC(=O)CC2c1ccccc1F (stereo not given)	1	-11	6	0	95	3	-6	-1.0	-4	-10
COc1cc(Cl)c(C)cc1NC(=O)c1ccccc1NC(=O)CN1CCN(C(C)=O)CC1	1	5	-5	2	94	8	-17	-0.3	0	-7
O=C(c1ccc(-c2cccc([N+](=O)[O-])c2)o1)N1CCN(c2ccc([N+](=O)[O-])cc2)CC1	-3	-10	1	5	99	3	20	-2.1	1	-3
O=C(CN1C(=O)S/C(=C\c2ccc(F)cc2)C1=O)NCCCn1ccnc1	-2	-7	3	8	97	-2	12	-0.5	-10	7
CC12CCC(C(=O)N3CCN(c4ncccn4)CC3)(c3nc4ccccc4nc31)C2(C)C (stereo not given)	-1	-8	-2	5	94	33	-6	1.4	4	-2
Nc1ccc(C(=O)CC(=O)Nc2ccc(Cl)cc2)cc1	0	-9	22	4	103	-7	-6	-0.3	0	-10
Oc1ccc(/C(Cc2ccc3ccccc3n2)=N\Nc2ccccc2)c(O)c1	0	4	13	-8	203	-4	-23	-3.3	-3	12
Cc1cc(C)c(NC(=O)CN2C(=O)NC(Cc3ccccc3)C2=O)c(C)c1 (stereo not given)	-2	5	-9	3	97	-1	12	0.7	2	-5
C/C(CC(=O)Nc1ccc(C)c(Cl)c1)=N\NC(=O)c1cccc(O)c1	5	-3	9	-2	100	0	-55	0.4	-2	-14
COc1ccc(CNn2c(-c3ccccc3F)nc3ccccc3c2=O)cc1OC	1	3	4	-1	97	1	6	-1.3	3	3
CCCCNC(=O)C(NC(=O)c1cccc(C(F)(F)F)c1)C(=O)c1ccccc1 (stereo not given)	1	-12	/	-2	101	2	8	/	0	/
CCn1c(O)c(C#N)c(C)cc1=O	2	-6	6	-5	99	2	-14	-0.5	-3	3
O=C(O)C1=C[C@@H](c2ccc3c(c2)OCO3)C[C@@H](OCCCCO)O1	3	-12	1	-1	98	3	-19	-0.3	4	2
Cc1ccccc1CN1CCC(Oc2ccc(C(=O)N3CCCC3)cc2)CC1	-1	1	29*	-8	100	-2	-15	0.3	6	-16
COc1ccc(N(C(=O)c2cnsn2)C(C(=O)NC2CCCCC2)c2ccncc2)cc1 (stereo not given)	2	-8	22	10	103	0	-9	0.3	0	0
NC(=O)C1C(c2ccccc2)=C1c1ccccc1	-2	-2	-3	-4	100	-6	-4	-3.4	2	-1
O=C(Cn1cnc2c(oc3ccccc32)c1=O)N1CCN(c2ccccc2)CC1	0	4	1	0	90	0	2	-1.4	2	14
C/C(=N\O)C(C)Oc1ccc(Cl)cc1 (stereo not given)	1	-2	7	-4	95	-1	-22	1.5	7	5
CCN(CC)CCc1c(C)[nH]c(C(=O)OCc2ccccc2)c1C	-2	-6	5	5	97	6	5	-0.3	-7	-13
Fc1ccc(-c2ccnn2-c2ccccc2)cc1	1	-11	0	2	96	-7	-21	0.0	1	9
CCOC(=O)c1sc(-n2[nH]c(C)cc2=O)nc1C	2	-17	3	0	104	-6	-26	1.4	-2	3
Cc1ccc(Cl)c(OCC(=O)N2CCc3ccccc3C2)c1	0	-2	-3	2	95	2	-12	0.2	-1	-5
C/C(=N\NC(=O)c1cccc(Cl)c1)c1cccc(NC(=O)C(C)C)c1	-1	-6	0	-12	91	11	-70	-2.4	-1	6
Nc1nc(CSc2nnnn2-c2ccccc2)nc(Nc2ccccc2)n1	2	0	-5	-4	101	-4	-8	3.7	5	/
CCCCNC(=O)n1c(SC)nc2ccccc21	3	-8	8	-6	92	4	-25	-0.1	-1	4
Cc1ccc(C2=NC(C)(C)N=C2SCC(=O)Nc2ccc(Cl)cc2)cc1	6	-2	7	1	66*	-12	9	3.7	-2	6
COCCN1C(=O)C(=O)/C(=C(/O)c2ccc(S(=O)(=O)N3CCCCC3)cc2)C1c1ccc(OC)c(OC)c1 (stereo not given)	1	0	10	-9	92	0	-6	-1.2	-1	-6
COc1ccc(NC(=O)N(C)C[C@@H]2Oc3cc(Br)ccc3S(=O)(=O)N([C@H](C)CO)C[C@H]2C)cc1	1	-2	9	7	418	-2	-19	0.9	-4	1
Nc1nc2c(ncn2[C@@H]2O[C@H](CNS(=O)(=O)N3CCCC3)[C@@H](O)[C@H]2O)c(=O)[nH]1	4	7	/	-3	101	2	14	/	2	/
CCCCn1nc(C(=O)NC2CCCCC2)c2ccccc2c1=O	-1	-13	3	6	?	0	10	1.5	0	-2

(next part)
mol	N-glyco inh	NOD2 RIPK2 PPI	MC4R antagonist	ABHD5 PLIN5 PPI	ABCB6 inh 2	H9c2 protect	NCOA2 inhibitor	MC4R barr agon	HTR2A ag	TLR9-MyD88 block
COc1ccc(N2CCN(C(=O)c3cn(CC4CCCCC4)nn3)CC2)cc1	1	-4	-1	5	95	-4	-29	2.5	4	3
CCC(=O)Nc1cccc(NC(=O)c2ccc3c(c2)OCO3)c1	2	-4	8	0	99	-8	-9	-2.4	2	-5
N#CCc1nc(C(c2ccccc2)c2ccccc2)no1	1	-11	16	8	110	-2	-4	-1.2	3	-4
COc1ccc(/C=N/NS(=O)(=O)c2ccccc2)cc1OS(=O)(=O)c1ccc(C)cc1	0	9	-2	4	97	12	-44	4.4	-2	-7
Cc1cc(/C=C(\C#N)C(=O)NC2CCCCCC2)c(C)[nH]1	4	-5	5	-4	101	-3	-72	-1.9	-2	-3
O=C(CNC(=O)c1cccs1)c1ccc(F)cc1	-14	-18	20	-7	99	-6	-14	0.9	5	1
Cc1ccc(S(=O)(=O)N2CCC(=O)N([C@H](COCc3ccc(Cl)cc3)Cc3ccccc3)CC2)cc1	/	12	/	2	93	/	-10	/	-3	/
O=C(Cc1cccc(C(F)(F)F)c1)OCC(=O)N1CCN(S(=O)(=O)c2ccc(Cl)cc2)CC1	0	2	12	-15	100	0	5	-0.2	0	6
CCOc1cc(NC(=S)Nc2ccc(Cl)cc2)c(OCC)cc1NC(C)=O	1	-3	17	-12	97	-5	-19	-2.4	-3	-2
CN(C)S(=O)(=O)NCc1ccc2c(c1)OCO2	1	-2	0	-5	101	-1	-13	-0.4	5	-9
CC(C)[C@H](NC(=O)[C@@H]1Cc2ccccc2CN1C(=O)OC(C)(C)C)C(=O)NCc1ccco1	-2	2	2	0	98	-3	-19	0.1	3	5
CCC1(C)N=C(N)Nc2nc3cc(C)c(C)cc3n21 (stereo not given)	3	1	5	1	93	4	10	-1.4	1	1
Cc1ccc(CNc2oc(-c3cccs3)nc2C#N)cc1	-2	5	4	-2	100	-16	-3	4.1	-6	3
Nc1ccc2cc3ccccc3cc2c1	2	-12	-10	-25	427	-12	12	-1.5	-1	0
Cc1cc(NCc2ccco2)n2ncnc2n1	0	-7	-2	3	103	-6	-13	0.1	0	-3
CN1CCN(c2sc(S(C)(=O)=O)nc2S(=O)(=O)c2ccc(Cl)cc2)CC1	-13	-6	2	1	96	1	21	-1.2	3	-5
CN(C)C(=O)c1cc(C(=O)c2ccccc2Br)c[nH]1	-1	4	1	6	98	1	-19	-0.5	6	-6
Cc1ccc(S(=O)(=O)N2C[C@@H]3[C@H]4CC[C@H](C4)[C@@H]3[C@@H](C)[C@@H]2c2cn(Cc3ccccc3)c3ncccc23)cc1	-9	4	5	-4	92	-23	-26	-2.5	4	-2
O=C1N(c2ccccc2)c2ccccc2[C@]12C[C@H](O)CO2	/	0	/	8	/	/	-20	/	-3	/

Source: PubChem BioAssay (several laboratories)

Not all compounds are listed, so the mix of outcomes need not match the whole.
